# G9a block = inhibitors of human histone lysine methyltransferase G9a; Q96KQ7; 350,000 compounds, 8.8% hits; G9a H3K9 monomethylation, AlphaScreen, 2 h; Potency, µM (titrated, usually from 102 µM), inactives show at the top dose activity, negative = inhibition, usual class: inhibitors; also: potency is read from the fitted curve at half-maximal effect; % is scaled to controls: 0 for no effect and ±100 for the full control effect; nearly all actives have a fitted effect of over 75% in size
#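 Methyltransferase reactions run at room temperature for 2 h (20 nM enzyme, 500 nM biotin-H3K9 peptide, 20 uM SAM) after a 15 min compound preincubation; product detected by AlphaScreen beads and anti-H3K9me1 antibody.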
# ERG-DNA inh = blocks human ERG Ets domain binding to DNA; fluorescence polarization, His-ERG Ets domain / labelled DNA; AID 624246; 370,000 compounds, 0.028% hits; Potency, µM (highest dose often 76.9 µM), for inactives: top-dose FP activity, negative = inhibition, usual class: inhibitors; active = well fitted inhibition curve with a large enough effect in the polarisation, with a control signal flat; inconclusive = small, poorly fitted or top-dose-only effect, or effect the other way, or a change in a side signal; inactive = no such curve, though single readings can be large or run the other way; the % refers to the polarisation;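 also: polarization taken with two DNA probes labelled with fluorescein and Texas red; potency is read from the fitted curve at half-maximal effect; % of control where 0% means no effect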
#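 His-tagged ERG Ets domain (1 uM in the protein solution; 300mM KCl, 50mM Tris-HCl, 1mM EDTA, 1mM DTT, pH 7.5) received compound, then a probe mix of 5 nM fluorescein-DNA and 100nM Texas-615-DNA. Fluorescence polarization was read for both dyes.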
# JMJD2A Tudor inh = blocks the human JMJD2A Tudor domain | O75164 | AlphaScreen JMJD2A-Tudor / H3K4me3 peptide binding | Potency, µM (doses to about 114 µM), inactives show top-dose activity change, negative = inhibition, usual class: inhibitors | 390,000 compounds, 4.4% hits | AID 504339; also: potency is read from the fitted curve at half-maximal effect; % is scaled to controls: 0 for no effect and ±100 for the full control effect; nearly all actives have a fitted effect of over 50% in size
# Target sequence (O75164 whole entry, looked up, the tested form may be a part): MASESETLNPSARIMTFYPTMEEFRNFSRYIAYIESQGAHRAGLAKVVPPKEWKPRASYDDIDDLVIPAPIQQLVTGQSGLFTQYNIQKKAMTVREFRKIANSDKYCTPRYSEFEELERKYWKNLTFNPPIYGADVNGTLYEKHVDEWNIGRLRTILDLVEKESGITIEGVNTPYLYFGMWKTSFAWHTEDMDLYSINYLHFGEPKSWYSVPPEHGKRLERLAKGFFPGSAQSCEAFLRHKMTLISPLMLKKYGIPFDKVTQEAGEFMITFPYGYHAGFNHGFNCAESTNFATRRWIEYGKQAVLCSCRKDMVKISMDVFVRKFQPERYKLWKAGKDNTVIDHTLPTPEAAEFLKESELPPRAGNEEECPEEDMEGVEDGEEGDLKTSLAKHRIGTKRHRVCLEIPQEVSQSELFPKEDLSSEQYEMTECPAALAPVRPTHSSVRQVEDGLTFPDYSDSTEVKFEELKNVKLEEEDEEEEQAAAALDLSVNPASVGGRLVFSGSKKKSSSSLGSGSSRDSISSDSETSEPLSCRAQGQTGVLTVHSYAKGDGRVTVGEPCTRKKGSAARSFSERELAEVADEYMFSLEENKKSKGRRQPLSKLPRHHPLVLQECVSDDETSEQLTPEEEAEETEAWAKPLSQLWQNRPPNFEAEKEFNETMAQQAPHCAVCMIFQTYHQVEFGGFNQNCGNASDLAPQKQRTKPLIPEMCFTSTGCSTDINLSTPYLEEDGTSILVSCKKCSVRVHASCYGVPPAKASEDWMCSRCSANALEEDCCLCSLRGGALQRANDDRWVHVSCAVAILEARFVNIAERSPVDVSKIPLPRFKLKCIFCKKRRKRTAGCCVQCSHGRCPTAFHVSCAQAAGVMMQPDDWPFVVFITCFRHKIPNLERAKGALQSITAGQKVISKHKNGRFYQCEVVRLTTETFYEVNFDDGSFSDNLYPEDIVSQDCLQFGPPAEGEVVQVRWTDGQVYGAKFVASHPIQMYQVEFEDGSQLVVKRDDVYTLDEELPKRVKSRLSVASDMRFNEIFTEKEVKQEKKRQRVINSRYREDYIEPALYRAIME
# HP1b chromo inh = inhibitors of HP1-beta chromodomain binding to methylated histone tails; P83916; 390,000 compounds, 0.56% hits; AlphaScreen HP1-beta / biotin-H3K9me3 peptide binding; Potency, µM (top dose mostly 114 µM), for inactives: top-dose activity change, negative = inhibition, usual class: inhibitors; also: potency is read from the fitted curve at half-maximal effect; nearly all actives have a fitted effect of over 70% in size; inactives centre near 23
#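 AlphaScreen: HP1-beta (50 nM) preformed 30 min with biotin-H3(1-18)K9me3 peptide (50 nM) in PBS pH 7.4, 0.01% Tween-20. Compound added for 30 min at RT, then streptavidin donor/nickel chelate acceptor beads (10 ug/mL) for 30 min.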
# GLS inhibitor = blocks human kidney-isoform glutaminase activity | Potency, µM (highest dose often 45.5 µM), for inactives: at the top dose activity change, negative = inhibition, most hits filed as inhibitors | 410,000 compounds, 0.21% hits | GLS enzymatic activity, qHTS titration; also: potency is read from the fitted curve at half-maximal effect; % is scaled to controls: 0 for no effect and ±100 for the full control effect
#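 hKGA in 45 mM KH2PO4 pH 8.2, 0.02% Tween-20 with pin-transferred compounds; 1 mM L-glutamine (stock) plus glutamate oxidase/HRP/Amplex Red coupling added. Fluorescence read initially and after 30 min at RT.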
# RGS4 inhibitor = blocks human RGS4-accelerated GTP hydrolysis | P49798 | Transcreener GDP fluorescence polarization, RGS4-accelerated GTP hydrolysis | Potency, µM (doses to about 114 µM), for the others: at the top dose activity change, negative = inhibition, actives largely listed as inhibitors | 390,000 compounds, 0.039% hits | AID 504845; also: potency is read from the fitted curve at half-maximal effect; % is scaled to controls: 0 for no effect and ±100 for the full control effect; nearly all actives have a fitted effect of over 75% in size; some results filed as inactive show a strong effect at the top dose
#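 MLSMR compounds (23 nl, pin-transferred) preincubated 10 min at room temperature with a 500nM (2x) first reagent, then RGS4 at 900nM (2x) plus Transcreener GDP mix added; fluorescence polarization (620/688 nm) read before and after 90 min at 30 °C.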
# BAZ2B inh = BAZ2B (human) inhibition; AlphaScreen BAZ2B-H3K14Ac peptide displacement; Potency, µM (highest dose often 114 µM), without a hit: at the top dose activity change, negative = inhibition, hits mostly inhibitors; 360,000 compounds, 4.4% hits; AID 504333; also: potency is read from the fitted curve at half-maximal effect; % is scaled to controls: 0 for no effect and ±100 for the full control effect; nearly all actives have a fitted effect of over 60% in size
#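 Compounds, titrated to a top concentration of 110 uM, were incubated 30 min at room temperature with preformed BAZ2B/acetyl-K14 H3 peptide complex (50 nM each). Proximity signal was measured by AlphaScreen after 20 min with beads.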
# 12-LOX inh = inhibitors of human 12S-lipoxygenase ALOX12. Potency, µM (series often up to 108 µM), for inactives: at the top dose activity change, negative = inhibition, most hits filed as inhibitors. 580,000 compounds, 1.1% hits. purified 12hLO, xylenol orange hydroperoxide absorbance. P18054; also: potency is read from the fitted curve at half-maximal effect; % is scaled to controls: 0 for no effect and ±100 for the full control effect
#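 Purified human 12hLO at 150 nM in 25 mM Hepes, 0.01% Triton X-100, pH 7.0, preincubated 15 min at room temperature with compound. Reaction started with 40 uM arachidonic acid, 30 min at room temperature. Hydroperoxide measured by Fe-xylenol orange, 573/405 nm absorbance ratio.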
# PI4K2A inh = inhibitors of human PI4K2A; Q9BTU6; purified PI4K2A, ADP-Glo luminescence, 1 h; active compounds read low; activity change, negative = inhibition, % at 76.9 µM; 420,000 compounds, 0.13% hits; AID 1346378; in the data active = activity change below about -50%; inconclusive = mostly about -30% to -49%;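 also: -100% = wells without enzyme as full effect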
#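 PI4K2A activity was measured by ADP-Glo luminescence: enzyme (4 ug/mL stock) and phosphatidylinositol (1.2 mM stock) in Tris pH 7.5/MgCl2/EGTA/Triton X-100 buffer were reacted with ATP (300 microM stock) for one hour at ambient temperature.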
# Starred values were filed as active, the others as inactive; ? = inconclusive; . = no result given; [ ] = remark or other dose. Unless noted, calls follow the shape of the dose curve; as a rule, active = well fitted curve in the direction sought with a large enough effect; inconclusive = small, poorly fitted or top-dose-only effect, or another doubt; inactive = no such curve, though single readings can be large; an effect the other way counts as inactive or inconclusive. Some of the compounds tested, so the mix of outcomes need not match the whole.
SMILES,G9a block,ERG-DNA inh,JMJD2A Tudor inh,HP1b chromo inh,GLS inhibitor,RGS4 inhibitor,BAZ2B inh,12-LOX inh,PI4K2A inh
COc1ccc2cc(CNc3ccc(C)cc3)c(=O)n(CC(=O)Nc3cccc(C(F)(F)F)c3)c2c1,9.4%[59 µM],-2.3%,-16.6%,29.3%,0.9%,-6.3%,-10.2%,-9.6%,1.1
COC(=O)c1ccccc1NC(=O)C/C(C)=N/NC(=O)CC#N,12.0%,-3.8%,-9.8%[11.4 µM],3.2%,-0.9%,-13.9%,4.0%,12.9%,-2.5
COc1ccc(S(=O)(=O)NCC2CCC(C(=O)NCC(OC)OC)CC2)cc1 (stereo not drawn),-5.1%,-0.4%,-2.6%,42.4%[activator],5.7%,12.6%,-4.0%,-1.1%,-5.0
CCOc1ccc(-c2cc(OC(=O)c3ccccc3)c3c(C)oc(C)c3c(=O)c2)cc1,11.2µM*,-0.1%,?,-8.1%,-0.5%,-37.4%,35.5µM*,?,-0.3
COc1ccc(S(=O)(=O)N2CCCCCC2)cc1C(=O)OCc1cccc(OC)c1OC,0.3%,-8.0%,5.5%,43.7%,-9.0%,-12.0%,-1.7%,-3.4%,1.3
COc1ccccc1N(CC(=O)Nc1ccc(F)c(F)c1)S(C)(=O)=O,14.8%[59 µM],10.2%,-14.2%,38.9%[activator],-1.3%,-23.1%,1.9%,0.0%,0.8
COC(=O)C1=C(N)OC2=C(C(=O)CCC2)C1c1cccnc1 (stereo not drawn),7.7%[12.7 µM],-14.0%,-4.2%,27.2%,0.0%,34.7%,-16.9%,9.7%,0.9
COc1ccc(C(C(=O)NC2CCCCC2)N(C(=O)c2ccco2)c2ccccc2OC)cc1 (stereo not drawn),10.9%,8.3%,-10.6%,1.5%,0.0%,27.8%,-15.7%,-11.0%,-3.1
CC1=N/C(=C/c2cccnc2)C(=O)O1,-50.4%,-11.3%,-15.8%[57.1 µM],20.8%,16.7%,?,-0.7%,-53.7%,-3.2
Cc1ccc(C(C(=O)NC(C)(C)C)N(Cc2cccs2)C(=O)c2csnn2)cc1 (stereo not drawn),.,-3.7%,-20.8%,15.0%,-3.4%,7.3%,.,6.2%,-0.9
COc1ccc2nc3sc(C(=O)NCCCN4CCc5ccccc5C4)cc3cc2c1,?,10.5%,?,-7.7%,-13.0%,5.1%,?,?,3.3
O=C(CN1CCN(c2ccccc2)CC1)Nc1nccs1,?,-5.2%,-1.9%,36.1%,22.5%,-8.6%,?,-28.1%,5.9
CCCCOc1ccc(C(=O)NCc2ccco2)cc1,-10.1%,-10.9%,?,-8.0%,10.2%,1.4%,-30.3%,33.0%[activator],4.6
Cn1c(SCC(=O)NCC2CCCO2)ncc(C(=O)Nc2ccc(Cl)cc2)c1=O (stereo not drawn),4.6%,-0.8%,-21.0%,66.4%[activator],-11.5%,-33.5%,-6.3%,2.2%,-0.8
Cc1cc(=O)nc2c3ccccc3n(CC(=O)NCCC3=CCCCC3)n12,.,7.0%,-0.8%,37.5%,-2.3%,-6.6%[11.4 µM],-15.6%,63.4%[activator],5.8
CSc1ccccc1-c1nnc(-c2ccc(Cl)c(Cl)c2)o1,?,10.1%,-4.1%[11.4 µM],12.5%,-8.8%,-9.7%[11.4 µM],-21.8%,11.3%,1.6
O=C(Nc1ccccn1)c1ccc(=O)[nH]n1,10.6%[59 µM],-8.4%,?,20.6%,0.6%,-7.5%,1.4%,?,7.1
CC1CN(C(=O)c2cc(Br)c(Br)s2)CC(C)O1 (stereo not drawn),-5.6%[12.7 µM],-16.0%,2.6%,48.6%[activator],0.0%,15.1%,6.5%,4.6%,-0.6
CCCCn1c(=O)[nH]c(=O)c2c1nc(-c1ccc(-c3ccccc3Br)o1)n2CC,10µM*,0.0%,-18.8%,15.6%,5.0%,-49.5%,-8.7%,?,2.0
CCc1cc(=O)oc2cc(C)cc(OCC(=O)NCC(O)c3ccccc3)c12 (stereo not drawn),-5.6%,-6.7%,-0.7%,43.9%,-4.7%,11.6%,-22.2%,0.0%,-1.2
Cc1cc2c(N=NC(=O)C3CC3c3ccccc3)c(O)[nH]c2cc1Br (stereo not drawn),?,5.9%,-13.6%,3.9%,3.8%,6.6%,-35.6%,-4.1%,0.4
Cc1c(N/C=C/C(=O)c2cccs2)c(=O)n(-c2ccccc2)n1C,-15.7%[59 µM],.,-23.3%,21.4%,?,-2.6%,-26.1%,-14.3%,-5.7
Cn1c(N)c(C(=O)Nc2c(Cl)cccc2Cl)sc1=S,50.1µM*,4.1%,-31.3%,-22.4%,-5.3%,-44.1%,-36.8%,44.2%[activator],4.1
CCCCOc1ccc(-c2cnc3ccccc3n2)cc1,28.7%[59 µM],6.2%,26.8%,61.7%[activator],1.2%,22.5%,30.2%[activator],-8.7%,-11.5
Cc1c(C)c2ccc(OCC(=O)Nc3cccnc3)cc2oc1=O,32.6%[activator],4.9%,-17.1%,16.6%,1.6%,?,-2.3%,14.9%,-2.5
COc1ccccc1CNC(=O)COc1ccc(S(=O)(=O)N2CCCC2)cc1,-6.8%,-5.7%,-3.9%,7.9%,-1.3%,-7.1%,-1.2%,?,0.2
COc1ccc(-c2onc(C)c2C)cc1S(=O)(=O)NCc1cccs1,1.7%[59 µM],12.8%,-8.4%,28.9%,5.8%,11.7%,-0.5%,-15.9%,0.9
COc1ccc(NC(=O)Cn2nc(C(=O)O)c3ccccc3c2=O)cc1S(=O)(=O)N1CCCCC1,.,9.3%,-14.5%,4.6%[57 µM],-0.1%,19.0%,.,-7.6%,0.6
O=C(Nc1ccc(N2CCOCC2)cc1)c1ccc2ncsc2c1,.,3.9%,-19.9%,9.5%,7.9%,14.0%,.,-9.6%,5.1
CCOc1ccccc1CNC(=O)c1ccc2c(c1)nc1n2CCC(C)C1 (stereo not drawn),-6.3%[59 µM],4.7%,-0.6%,6.7%[57 µM],-16.0%,18.0%,11.9%,-2.9%,-5.7
COCCn1c(CCC(=O)Nc2cc(C)ccc2C)nc2cccnc21,22.5%[59 µM],0.7%,-15.1%,75.5%[activator],-2.2%,-1.6%,28.4%,-16.7%,-3.7
Cc1cc(C(=O)NN=C2CCCCCCC2)c2ccccc2n1,-14.6%,-3.6%,-9.6%,10.7%,6.6%,11.1%,-27.0%,?,1.7
CC1CCC(NC(=O)c2cc3c(s2)CS(=O)(=O)C3)CC1 (stereo not drawn),1.7%[12.7 µM],3.5%,-15.4%,26.0%,-1.0%,-17.0%,5.1%,-5.0%,6.2
COCCn1c(C)cc(C(=O)CSc2nc3ccccc3c(=O)n2Cc2ccco2)c1C,15.4%[59 µM],-5.8%,-14.1%,21.3%,-0.2%,14.1%,-10.5%,-10.3%,-8.4
CCn1c(C)c(C)c2cc(C(=O)NCc3cccc(C)c3)ccc21,?,1.5%,?,-3.5%,1.6%,-2.5%,-36.7%,-6.6%,1.1
Cc1cccc(N(CC(N)=O)S(C)(=O)=O)c1C,18.6%[59 µM],-4.8%,-9.9%[57.1 µM],35.9%,-0.9%,14.0%[56.9 µM],-4.6%,0.0%,2.9
CCC1CN(C(=O)N2CCC(C(=O)NCc3ccccc3F)CC2)c2ccccc2O1 (stereo not drawn),6.4%[59 µM],2.1%,-4.6%,51.9%[activator],-2.1%,-19.3%,-16.7%,-7.8%,-8.5
Cc1ccc(C(c2ccccc2)c2c(C)[nH]c3ccccc23)s1 (stereo not drawn),-2.0%[59 µM],-0.6%,5.9%,100.9%[activator],12.9%,-31.6%,49.7%[activator],?,-4.4
COC(=O)Cc1cc(=O)n2c(nc3ccccc32)[nH]1,.,7.1%,-10.7%,43.5%[activator],1.2%,0.8%,.,-11.2%,-2.4
COCC(C)NC(=O)c1ccc(-n2nc(C(F)(F)F)cc2-c2cccs2)cc1 (stereo not drawn),-21.5%,-4.8%,-9.9%[57.1 µM],56.0%[activator],4.5%,-15.8%[56.9 µM],?,2.1%,2.0
COCCNC(=O)c1cn(C)c(=O)c2cc(OC)c(OC)cc12,18.0%[59 µM],-8.1%,7.9%,26.7%,1.9%,-6.9%,13.9%,20.7%,6.8
COc1cc2c(cc1OC)C(Cc1cc(OC)c(OC)cc1[N+](=O)[O-])=NCC2,.,-8.3%,-34.0%,-9.9%,-2.0%,-10.0%,.,-13.6%,4.4
CCOC(=O)CCc1c(C)nc2c(c(C)nn2C(C)(C)C)c1C,10.4%[59 µM],-7.6%,51.1%[activator],86.2%[activator],1.3%,-2.1%,51.3%[activator],9.7%,4.3
Cc1ccccc1CN1C(=O)c2ccccc2Sc2ccc(C(=O)NCCc3ccccc3)cc21,-2.3%[59 µM],-1.3%,-13.5%,4.4%,-8.9%,13.0%,-7.1%,-14.4%,-1.3

# High-throughput results (PubChem BioAssay)
